NS3h inh CB: HCV NS3 helicase inhibitors, primary screen, biochemical, fluorescence polarization, ChemBridge library | inhibition, % at 100 µM | NS3h Cy5-dT15 DNA binding | AID 687043, 2013 | Hepatitis C virus NS3 helicase | actives 1.6% (n = 16,000);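 active means inhibition above the average over every tested compound plus 3 SD, cut at about 40% in these data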
Cy5 interf NS3h: Cy5 fluorescence quenchers or enhancers, artefact control for HCV NS3 helicase inhibitor project, biochemical, ChemBridge library, Cy5 readout. Cy5-dT15 DNA with NS3h, fluorescence interference; actives lie on both sides; signal over control mean, under 1 quenches. fluorescence interference ratio at 100 µM. actives 6% (n = 16,000);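 active means compound fluorescence over control fluorescence at most 0.8, a quencher, or at least a set upper limit, an enhancer; inactive means ratio between 0.8 and the set upper limit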
Numbers without * were called inactive.

SMILES | NS3h inh CB | Cy5 interf NS3h
Cn1c(O)c(C=C2C=CC=N2)c(=O)[nH]c1=O | 14 | 0.89
CN1CN(Cc2ccccc2)CN/C1=N\[N+](=O)[O-] | 1 | 1
COc1ccc(C2c3c(c4ccccc4oc3=O)Oc3c2c(=O)oc2ccccc32)cc1Cn1nc(C)c([N+](=O)[O-])c1C | 2 | 1
O=C1NC(=O)C(=Cc2ccc(OCc3cccc(C(=O)O)c3)cc2)C(=O)N1 | -4 | 1.1
OC12Oc3ccccc3C=C1N1CCC2CC1 (centres undefined) | 4 | 1.1
CCN(CC)CCNC(=O)CN1CCCC1=O | -7 | 0.95
Cc1cc([N+](=O)[O-])nn1CC(=O)Nc1ccc(Cl)cc1C(=O)c1ccccc1 | 9 | 0.57*
COc1ccc(C=C(C#N)C#N)c(OC)c1 | 6 | 1
CCN(CC)c1ccc(CC2C(=O)N(C)C(=O)N(C)C2=O)cc1 | 5 | 0.95
COc1ccc(C=C2C(=O)NC(=S)NC2=O)c(OC)c1 | 11 | 0.78*
O=C1NC(=O)C(=Cc2ccccc2OCCOc2ccc([N+](=O)[O-])cc2)C(=O)N1 | 22 | 0.82
O=C1NC(=O)N(c2ccccc2F)C(=O)/C1=C/c1ccc(-c2cc(C(=O)O)ccc2Cl)o1 | 36 | 1.1
NCCc1c[nH]c2ccc(Cl)cc12 | 5 | 0.96
CCCCC1(C)NCCN2C(=O)CSC21 (centres undefined) | 3 | 1.1
O=C1Nc2ccc(Br)cc2C(c2ccccc2Cl)=NC1O (centres undefined) | -12 | 1
CN1C(=O)C(=Cc2ccc(-c3cccc(C(=O)O)c3)o2)C(=O)N(C)C1=O | 32 | 0.97
O=C(O)[C@H]1C2CCCCC2=C2CCCCC2[C@@H]1c1ccccc1 (some centres undefined) | 8 | 0.99
O=C1C2CCN(CC2)C1Cc1ccccc1O (centres undefined) | -2 | 1.1
Cc1ccccc1-n1c(/C=C/c2ccc3c(c2)OCO3)nc2ccccc2c1=O | 2 | 1
Cc1ccc(N2C(=O)CC(=O)NC2=S)cc1 | 3 | 1

Molecules shown so far that contain a COOH group:
SMILES | NS3h inh CB | Cy5 interf NS3h
O=C1NC(=O)C(=Cc2ccc(OCc3cccc(C(=O)O)c3)cc2)C(=O)N1 | -4 | 1.1
O=C1NC(=O)N(c2ccccc2F)C(=O)/C1=C/c1ccc(-c2cc(C(=O)O)ccc2Cl)o1 | 36 | 1.1
CN1C(=O)C(=Cc2ccc(-c3cccc(C(=O)O)c3)o2)C(=O)N(C)C1=O | 32 | 0.97
O=C(O)[C@H]1C2CCCCC2=C2CCCCC2[C@@H]1c1ccccc1 (some centres undefined) | 8 | 0.99

Record cards, as listed above. Order of screens: NS3h inh CB, Cy5 interf NS3h
Results for CCCCC1(C)NCCN2C(=O)CSC21 (centres undefined) : 3, 1.1
Results for CCN(CC)c1ccc(CC2C(=O)N(C)C(=O)N(C)C2=O)cc1 : 5, 0.95

(more compounds)
SMILES | NS3h inh CB | Cy5 interf NS3h
O=C1NC(=O)C(=Cc2ccccc2Cl)C(=O)N1 | 22 | 1.1
COc1cccc(CNCCc2ccccc2F)c1OC | -13 | 1
CC(C)Oc1ccc(Br)cc1C=C1C(=O)NC(=O)NC1=O | 15 | 1.1
CCNc1cc2oc(=O)cc(C(F)(F)F)c2cc1C | 36 | 0.96
Nc1ccc(Oc2ccc(N)c(N)c2)cc1N | 0 | 0*
COc1cccc(CN2CCN(C(=O)Cc3ccccc3)CC2)c1OC | -24 | 1
O=c1c2ccccc2nc(-c2ccc([N+](=O)[O-])cc2)n1-c1ccccc1 | -7 | 1
CCOc1ccc(NC(=S)NC2CN3CCC2CC3)cc1 (centres undefined) | -9 | 0.99
Cc1cc(/C=C2\C(=O)NC(=O)N(c3cccc(Br)c3)C2=O)c(C)n1C | 5 | 1.2
COc1ccc(C=C2C(=O)NC(=O)NC2=O)c(OC)c1 | 61* | 0.85
COc1ccc(CN2CCN(Cc3cccc(Br)c3)CC2)cc1Br | -1 | 1
Cc1cc(C)cc(-n2c(C)cc(C=C3C(=O)NC(=O)NC3=O)c2C)c1 | 0 | 1
Cc1cc(C=C2C(=O)NC(=O)NC2=O)c(C)n1-c1cccnc1 | 47* | 1.1
OC1C2CCCC1C(N1CCCCC1)CC2 (centres undefined) | 1 | 0.99
Cc1cc(OCC(=O)c2ccccc2)c2c3c(c(=O)oc2c1)CCC3 | 7 | 1.1
C=CCn1cc(C=C2C(=O)NC(=O)NC2=O)c2ccccc21 | -16 | 1.1
COc1cccc(C(c2c(O)c3ccccc3oc2=O)c2c(O)c3ccccc3oc2=O)c1 | -2 | 0.93
Cc1cc(OC(C)C(=O)O)c2c3c(c(=O)oc2c1)CCC3 (centres undefined) | 2 | 1.1
CC(=O)NC1(c2ccccc2)CC(C)N(C)CC1C (centres undefined) | 0 | 1.1
O=c1c2ccccc2nc(-c2ccccc2F)n1-c1ccccc1 | 9 | 0.89

3 structures out of the list, arranged by count of non-hydrogen atoms, falling.
SMILES | NS3h inh CB | Cy5 interf NS3h
Cc1cc(OCC(=O)c2ccccc2)c2c3c(c(=O)oc2c1)CCC3 | 7 | 1.1
CCNc1cc2oc(=O)cc(C(F)(F)F)c2cc1C | 36 | 0.96
OC1C2CCCC1C(N1CCCCC1)CC2 (centres undefined) | 1 | 0.99

Later entries
SMILES | NS3h inh CB | Cy5 interf NS3h
O=C1NC(=S)N(c2ccc(Br)cc2)C(=O)/C1=C/c1ccc(-c2ccc(C(=O)O)cc2)o1 | 13 | 1
C1CCC2(C1)NN2CCN1NC12CCCC2 (centres undefined) | -9 | 1
Cc1ccc(-n2c(-c3ccncc3)nc3ccccc3c2=O)cc1 | 1 | 1
COc1cccc(CN2CCN(Cc3cc(Br)ccc3O)CC2)c1 | 1 | 0.94
CCOP(C)(=O)CN1CCCCC1 (centres undefined) | -11 | 1
Cc1cccnc1-n1c(CN2C(=O)c3ccccc3C2=O)nc2ccccc2c1=O | 0 | 1
O=[N+]([O-])c1ccc(N2CCOCC2)c(F)c1Br | -2 | 0.94
Cc1nc2ccc(I)cc2c(=O)n1-c1ccc([N+](=O)[O-])cc1Cl | 2 | 0.81
CCCNC(=O)C1CN1Cc1ccc(OC)cc1 (centres undefined) | 4 | 0.99
CC1=NN(c2ccccc2)C(=O)C1/C=C1\C(=O)NC(=O)N(c2cccc(C)c2)C1=O (centres undefined) | -18 | 1.1
O=c1oc2ccccc2c(O)c1C(c1ccccc1F)c1c(O)c2ccccc2oc1=O | 10 | 1.2
N#CC1=C(N)Oc2c(c(=O)oc3ccccc23)C1c1ccccc1 (centres undefined) | 18 | 1.1
Cc1cc(OCC(N)=O)c2c3c(c(=O)oc2c1)CCC3 | 16 | 1.2
Cc1ccc(N2C(=O)/C(=C/c3ccc(-c4cccc(C(=O)O)c4)o3)C(=O)NC2=S)cc1 | 83* | 1
O=C1NC(=S)N(c2ccc(Br)cc2)C(=O)/C1=C/c1ccc(-c2ccccc2C(=O)O)o1 | 33 | 1
COc1ccc(O)c(CN2CCN(Cc3ccc(F)cc3)CC2)c1 | 64* | 1.2*

Source: PubChem BioAssay (Milwaukee Institute for Drug Discovery)

This is a subset (hit frequency here may not be typical).
